Compound activity (PubChem)
S-ASM inh = Inhibitors of Secretory Acid Sphingomyelinase (S-ASM): qHTS | AID 504937, 2011 | Sphingomyelin phosphodiesterase (Homo sapiens), P17405 | placental ASM, HMU-PC fluorogenic substrate, 60 min | 340,000 tested, 0.006% active | Potency, µM (top dose mostly 57.5 µM), without a hit: top-dose activity change, negative = inhibition, hits mostly inhibitors; also: potency is read from the fitted curve at half-maximal effect
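Fluorescence read-out (Ex 386 nm, Em 447 nm) after stopping the reaction at pH 10. Enzyme: ASM from human placenta; substrate HMU-PC0, 9 uM final; 60 min, 37 °C. Compound preincubation 10 min, ambient temperature.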
Integrin act MD = qHTS for Activators of Integrin-Mediated Alleviation for Muscular Dystrophy; 350,000 tested, 0.064% active; alpha7betagal myoblasts, beta-gal FDG fluorescence, 48 h; Potency, µM (top dose mostly 38.3 µM), without a hit: top-dose activation, actives largely listed as activators; AID 624291, 2012;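 also: potency is read from the fitted curve at half-maximal effect; 100% = response of the positive control SU9516; nearly all actives have a fitted effect of over 60% in size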
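Alpha7betagal+/- myoblasts (passage 13) were plated 16-24 hr, then exposed to compounds (1:260 dilution of DMSO stock) for 48 hours at 37C. After MPER lysis, β-galactosidase reporter activity was read as FDG fluorescence (ex 480/em 540) after 30 minutes.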
BRCA1 expr act = qHTS Assay to Identify Small Molecule Activators of BRCA1 Expression; Potency, µM (doses to about 46.1 µM), for the others: at the highest dose activation, most hits filed as activators; 380,000 tested, 1.1% active; AID 624202, 2012; MCF7-BRCA1-FFLuc reporter, luminescence, 48 h; response scale: scaled: vehicle 0%, 10 µM genistein 100%; also: potency is read from the fitted curve at half-maximal effect; nearly all actives have a fitted effect of over 80% in size; some results filed as inactive show a strong effect at the top dose
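Compounds are tested at multiple concentrations on MCF7 BRCA1-luciferase reporter cells seeded at 2000 per well; after 48 h, a single luminescence end-point is taken and curves fitted to the normalized data.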
TSG101-PTAP inh = qHTS Assay for Iinhibitors of HIV-1 Budding by Blocking the Interaction of PTAP/TSG101; Potency, µM (series often up to 115 µM), without a hit: top-dose activity change, negative = inhibition, actives largely listed as inhibitors; Tumor susceptibility gene 101 protein (Homo sapiens), Q99816; 340,000 tested, under 10 active; Fluorescence polarization, FITC-PTAP peptide / Tsg101 binding; AID 493005, 2010; active = well fitted inhibition curve with a large enough effect in the main read-out, with a control signal flat, not every such curve was filed as active; inconclusive = small, poorly fitted or top-dose-only effect, or effect the other way, or a change in a side signal; inactive = no such curve, though single readings can be large or run the other way; also: potency is read from the fitted curve at half-maximal effect; % of control where 0% means no effect
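Steps: Tsg101 binding domain dispensed (10 uM final), compounds pinned in DMSO, FITC-labeled PTAP-motif peptide added (50 nM final); after 20 min binding at room temperature, polarization measured.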
TRPV1 agonist = HTS Assay for Compounds that Act as Agonists of the Vanilloid Receptor 1; Transient receptor potential cation channel subfamily V member 1 (Homo sapiens), Q8NER1; TRPV1-expressing cells, Fluo-8 calcium influx, agonist mode; activation, % at 8.33 µM; 320,000 tested, 0.19% active; AID 540275, 2011; in the data active = activation above about 80%; inconclusive = between about 30% and that limit; also: 0% is about no effect
Target sequence (Q8NER1 whole entry, looked up): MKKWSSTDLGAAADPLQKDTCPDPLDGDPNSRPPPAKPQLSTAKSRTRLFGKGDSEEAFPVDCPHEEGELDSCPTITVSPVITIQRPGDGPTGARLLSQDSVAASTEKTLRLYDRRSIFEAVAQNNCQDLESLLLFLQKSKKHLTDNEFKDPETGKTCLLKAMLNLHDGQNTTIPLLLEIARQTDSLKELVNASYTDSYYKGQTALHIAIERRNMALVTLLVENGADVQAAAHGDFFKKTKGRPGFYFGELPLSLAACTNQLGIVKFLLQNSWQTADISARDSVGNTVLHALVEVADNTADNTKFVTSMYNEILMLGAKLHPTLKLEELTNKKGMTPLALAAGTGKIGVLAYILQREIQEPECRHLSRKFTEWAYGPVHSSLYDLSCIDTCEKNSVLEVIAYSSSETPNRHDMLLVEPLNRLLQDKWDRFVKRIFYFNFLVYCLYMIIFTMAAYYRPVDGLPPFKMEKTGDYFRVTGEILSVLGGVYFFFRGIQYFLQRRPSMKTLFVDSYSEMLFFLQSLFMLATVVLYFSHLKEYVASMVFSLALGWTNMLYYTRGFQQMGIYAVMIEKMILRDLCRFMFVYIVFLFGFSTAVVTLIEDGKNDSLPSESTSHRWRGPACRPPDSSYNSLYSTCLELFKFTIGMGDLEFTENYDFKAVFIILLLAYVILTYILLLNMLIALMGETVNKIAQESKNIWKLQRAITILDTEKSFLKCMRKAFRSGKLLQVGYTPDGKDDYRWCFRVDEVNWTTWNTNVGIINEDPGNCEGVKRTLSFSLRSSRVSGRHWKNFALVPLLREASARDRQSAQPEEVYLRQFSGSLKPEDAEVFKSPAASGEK
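Cells expressing TRPV1 were dye-loaded with Fluo-8 and read kinetically: 10 s baseline, 3 min after compound (agonist portion), then 2 min after EC20 capsaicin (allosteric enhancer portion). Calcium-bound dye fluorescence at 480/520 nm.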
USP2a block = qHTS Assay for Inhibitors of Ubiquitin-specific Protease USP2a Using CHOP2 as the Reporter. 330,000 tested, 0.01% active. Ubiquitin carboxyl-terminal hydrolase 2 (Homo sapiens), O75604. USP2 core, Ub-CHOP2 coupled fluorogenic reporter, 485/531. Potency, µM (doses to about 38.3 µM), for inactives: at the highest dose activity change, negative = inhibition, actives largely listed as inhibitors;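 also: potency is read from the fitted curve at half-maximal effect; plate controls were DMSO wells for no effect and full inhibition by NEM control for full effect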
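Cell-free coupled assay: 10nM USP2 core preincubated 30min RT with compound in Tris-HCl pH 8.0/CaCl2/CHAPS buffer, then 25nM Ub-CHOP2 and 25nM reporter substrate; fluorescence (Ex 485/Em 531) read after 60min RT, normalized to NEM inhibition, concentration-response curves fitted.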
p53 reactivator = qHTS assay for re-activators of p53 using a Luc reporter; H1299 p53-A138V BP100-luciferase reporter, luminescence, 24 h; Potency, µM (titrated, usually from 92.2 µM), for inactives: at the highest dose activity change, positive = activation, actives largely listed as activators; 320,000 tested, 0.063% active; AID 504706, 2011; also: potency is read from the fitted curve at half-maximal effect; % of control where 0% means no effect; nearly all actives have a fitted effect of over 45% in size
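H1299 (p53-null), stable ts p53-A138V + BP100-Luc; 1000 cells/well, Opti-MEM/10% FBS; cpd 4 pt, 1:5; 24 h, 37 deg C, 5% CO2; detection reagent 10 min RT; luminescence.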
ELG1 genotox = qHTS screen for small molecules that induce genotoxicity in human embryonic kidney (HEK293T) cells expressing luciferase-tagged ELG1. HEK293T ELG1-luciferase reporter, luminescence, 16 h. Potency, µM (highest dose often 46 µM), without a hit: top-dose activity change, positive = activation, usual class: activators. 330,000 tested, 1.3% active. AID 504466, 2011; also: potency is read from the fitted curve at half-maximal effect; % of control where 0% means no effect; nearly all actives have a fitted effect of over 60% in size
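ELG1-luciferase HEK293T cells, 2,000/well; compound pinned in; 16 hr, 37 °C, 5% CO2; ONE-Glo, 30 min RT; luminescence on CCD imager.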
B2AR arrestin = qHTS assay of beta-arrestin-biased ligands of beta2-adrenergic receptor; beta-arrestin recruitment to beta2AR, cell-based reporter; Potency, µM (highest dose often 46.1 µM), for the others: at the highest dose activation, most hits filed as activators; 330,000 tested, 0.02% active; AID 492947, 2010;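 also: potency is read from the fitted curve at half-maximal effect; 0% = DMSO controls and full agonism = EC100 isoproterenol or metaproterenol; nearly all actives have a fitted effect of over 65% in size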
Eya2 inh = qHTS Assay for Inhibitors of the Phosphatase Activity of Eya2 | AID 488837, 2010 | recombinant Eya2, OMFP fluorescence dephosphorylation (OMFP is methylfluorescein phosphate) | Protein phosphatase EYA2 (Homo sapiens), O00167 | 330,000 tested, 0.006% active | Potency, µM (titrated, usually from 76.9 µM), inactives show at the top dose activity, negative = inhibition, most hits filed as inhibitors; also: potency is read from the fitted curve at half-maximal effect; % is scaled to controls: 0 for no effect and ±100 for the full control effect
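Eya2 protein (added as 0.2 uM solution) was preincubated with compound for 10 min at ambient temperature in 50 mM HEPES pH 7.5, 50 mM NaCl, 5 uM MgCl2, 0.05% BSA, 1 mM DTT. OMFP (added at 50 uM) then reacted 10 min; fluorescence read at 485/525 nm.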
uPA generation = qHTS for Inhibitors of Cell Surface uPA Generation. 330,000 tested, 0.31% active. AID 540303, 2011. Potency, µM (doses to about 38.3 µM), for the others: top-dose activity change, negative = inhibition, most hits filed as inhibitors. cell surface uPA generation assay, qHTS; active = well fitted inhibition curve with a large enough effect; inconclusive = small, poorly fitted or top-dose-only effect; inactive = no such curve, though single readings can be large or run the other way; tested in mouse RAW 264.7 cells; also: potency is read from the fitted curve at half-maximal effect; % is scaled to controls: 0 for no effect and ±100 for the full control effect; nearly all actives have a fitted effect of over 55% in size
* marks the source's active call; other numbers are inactive results; ? = inconclusive; nt = no result given; [ ] = dose if it differs, or a comment. Unless noted, calls follow the shape of the dose curve; as a rule, active = well fitted curve in the direction sought with a large enough effect; inconclusive = small, poorly fitted or top-dose-only effect, or another doubt; inactive = no such curve, though single readings can be large; an effect the other way counts as inactive or inconclusive.

entry	compound	S-ASM inh	Integrin act MD	BRCA1 expr act	TSG101-PTAP inh	TRPV1 agonist	USP2a block	p53 reactivator	ELG1 genotox	B2AR arrestin	Eya2 inh	uPA generation
1	O=C(Cc1cccs1)N/N=C/C=C/c1ccco1	-2%	-9%	40%	1%	-1	3%	14%	11%	?	4%	2%
2	CCc1ccc2[nH]c3nc(C)cc(C)c3c(=O)c2c1	nt	3%	47%	1%	23	1%	16%	10%	3.7%	-9%	-5%
3	N#CCCSCc1ccc(OCC(=O)O)cc1	2%	13%	3%	-5%	-5	2%	25%	0%	0.2%	-17%	2%
4	CCOC(=O)Cc1nnc(NC(=O)COc2ccc(F)cc2)s1	5%	3%	3%	0%	-1	4%	0%	2%	-1.0%	11%	nt
5	CC/C(=N\NC(=O)c1ccc(CN(C)S(=O)(=O)c2ccc(C)cc2)cc1)c1ccc(OC(F)F)cc1	3%	0%	-31%	0%	2	-2%	1%	-2%	0.7%	-9%	1%
6	COc1cc(/C=N/Nc2ccc(Cl)c(C(=O)O)c2)ccc1OC(=O)c1ccc(F)cc1	-9%	18%	1%	-3%	6	-3%	14%	?	-0.2%	5%	3%
7	CCc1ccc(CNC(=O)CCC(=O)n2ncc3cc(C)ccc32)cc1	2%	-1%	-1%	2%	0	1%	6%	-1%	0.0%	7%	-7%
8	Cc1cccc(NS(=O)(=O)c2cccc(C(=O)N3CCCC3)c2)c1	-3%	5%	1%	-1%	1	0%	10%	0%	-1.4%	-1%	-2%
9	O=C(c1cccc(-n2cccc2)c1)N1CCN(S(=O)(=O)c2ccc(F)cc2)CC1	-2%	?	-4%	2%	-1	-2%	-2%	-8%	0.3%	-5%	-3%
10	O=C(CCN1C(=O)c2ccccc2C1=O)Nn1cnnc1	3%	-15%	18%	-8%	0	0%	-2%	3%	-0.2%	6%	-12%
11	O=C(O)c1ccc(CNC(=O)c2ccc3c(c2)OCCO3)cc1	-5%	8%	-6%	-8%	3	4%	0%	9%	-0.1%	-3%	nt
12	COc1cccc(C2CC(c3ccccc3)=NN2S(=O)(=O)c2ccc(C)cc2)c1OC (stereo not drawn)	1%	4%	-43%	?	2	-1%	1%	1%	0.0%	-12%	-2%
13	CN(C)Cc1cccc([N+](=O)[O-])c1O	-1%	20%	0%	-8%	2	2%	-6%	-2%	-0.1%	0%	0%
14	COc1ccc(CNC(=O)Cn2c(=O)oc3cc(S(=O)(=O)N4CCCC4)ccc32)cc1	-1%	3%	-13%	1%	-1	3%	0%	-2%	-0.2%	-5%	-6%
15	CC1Cc2cc(/C(O)=C3/C(=O)C(=O)N(Cc4cccnc4)C3c3cccc(O)c3)ccc2O1 (stereo not drawn)	4%	2%	1%	-1%	-1	2%	14%	0%	-0.7%	5%	-4%
16	COc1ccc(NC(C)=O)cc1C	2%	-4%	-7%	0%	-7	0%	1%	5%	0.0%	-5%	-3%
17	O=C(O)CCC(=O)NC1CCCCC1	3%	4%[7.66 µM]	0%	-4%	-2	0%	-1%	3%	-0.2%	25%	nt
18	C/C(=C\c1ccc(Br)cc1)C(=O)c1c(C)cc(C)[nH]c1=O	-2%	13%	-11%	3%	1	1%	6%	-10%	-4.5%	-13%	-22%
19	COc1cccc(C(=O)NCCN2CCOCC2)c1	4%	27%	1%	-4%	1	4%	4%	3%	-0.2%	4%	-6%
20	O=C(NNS(=O)(=O)c1ccc(F)cc1)c1cc2ccccc2cc1O	36%	11%	0%	2%	-2	2%	6%	-8%	-0.4%	-1%	0%
21	O=C1CS/C(=N/N=C\c2ccn[nH]2)N1	0%	11%	-15%	-5%	11	-1%	-4%	0%	-0.8%	-1%	-3%
22	COCCCNC(=O)c1ccc(CSCc2ccc(C)cc2)o1	-2%	?	-10%	-3%	29	3%	1%	-7%	0.0%	-2%	-12%
23	COc1cccc(C2=NOC(C(=O)Nc3cccnc3Cl)C2)c1 (stereo not drawn)	-1%	-11%	6%	-2%	6	-1%	-2%	-3%	0.1%	8%	-16%
24	CCOC(=O)c1ccccc1NC(=O)Cc1ccc(S(=O)(=O)N2CCCC2)s1	6%	-37%	-35%	-3%	nt	0%	9%	-5%	0.6%	3%	-3%
25	Cc1cc(/C=C2/C(=O)N(C)C(=S)N2C)ccc1N1CCCC1	-26%	-32%	40%	10%	20	6%	?	?	0.1%	-2%	14%
26	CC1CCN(S(=O)(=O)c2cn(CC(=O)N3CC(C)CC(C)C3)c(=O)c3ccccc23)CC1 (stereo not drawn)	2%	9%	-7%	-1%	0	1%	5%	-1%	-0.4%	6%	-1%
27	Cn1cc(S(=O)(=O)Nc2cccc3ccccc23)c(=O)n(C)c1=O	-2%	23%	-11%	-3%	-1	1%	5%	3%	-0.1%	-4%	1%
28	CC(=O)c1ccc(OCC(=O)OC(C)C(=O)NC2CCCCC2C)cc1 (stereo not drawn)	-1%	-28%	0%	-2%	3	2%	4%	1%	-0.2%	12%	9%
29	Cc1ccc(CN2CCCC(CO)(Cc3ccccc3C)C2)s1 (stereo not drawn)	2%	-35%	-3%	-8%	8	0%	-1%	-5%	-0.1%	-19%	1%
30	Cc1ccc(C(=O)O)cc1-c1ccc(/C=C2/NC(=O)N(c3ccccc3)C2=O)o1	119%[activator]	-8%	37%	-1%	9	7%	2%	4%	-0.1%	14%	1%
31	Cc1ccsc1C(=O)N(c1nc2ccccc2s1)c1c(C)cccc1C	-1%	-10%	-4%	-10%	0	2%	-10%	-7%	0.2%	4%	4%
32	O=c1c2ccccc2c(C=NCc2ccccn2)c(O)n1-c1ccccc1Cl	3%	-14%	0%	-4%	9	0%	-7%	-1%	0.2%	10%	1%
33	c1ccc(C(c2ccccc2)N2CCN(Cc3nnnn3C3CCCCC3)CC2)cc1	-3%	17%	-38%	-8%	7	0%	17%	-10%	-1.7%	-9%	3%
34	O=C(O)c1cccc(NS(=O)(=O)c2ccc(Cl)c(C(=O)O)c2)c1	0%	9%	4%	-1%	0	0%	0%	-1%	-0.4%	28%	nt
35	N#CCCN(Cc1cccnc1)C(=S)Nc1ccc(OC(F)F)cc1	-2%	-5%	0%	0%	-3	9%	-1%	0%	0.5%	2%	-5%
36	O=C(/C=C/c1ccc(F)cc1)Nc1cccc(S(=O)(=O)Nc2cccc(C(F)(F)F)c2)c1	-5%	13%	-20%	5%	1	2%	-4%	-2%	-0.2%	7%	5%
37	CN(Cc1ccccc1)S(=O)(=O)c1ccc2[nH]c(=O)oc2c1	0%	5%	0%	-4%	-5	-1%	9%	0%	-0.6%	4%	-4%
38	Cn1cccc1-c1nc2ccccc2[nH]1	-3%	-9%	?	-1%	6	-1%	12%	?	-0.3%	-18%	-4%
39	CC1(C)CC(=NOC(=O)c2ccccc2)CC(C)(C)N1O	4%	6%	16%	0%	-1	2%	8%	0%	-0.5%	1%	2%
40	COc1ccc(NC(=O)C2CC(=O)n3ncnc3N2)cc1 (stereo not drawn)	0%	20%	0%	-3%	-1	2%	-21%	-1%	-3.4%	-10%	nt
41	COC(=O)[C@H](Cc1ccccc1)NC(=O)N1CCN(c2ccc(F)cc2)CC1	2%	-25%	-21%	-1%	21	-1%	1%	-5%	-0.3%	3%	0%
42	CCOC(=O)c1c(S(=O)(=O)NCC(=O)NCc2ccccc2Cl)c(C)n(C)c1C	0%	-58%[inhibitor]	-2%	0%	-4	6%	-6%	3%	-1.4%	-12%	-2%
43	O=C(c1ccc(CSc2nc3ccncc3[nH]2)cc1)N1CCCCC1	4%	-7%	50%	-2%	-2	2%	?	4%	0.4%	-4%	?
44	CCOC(=O)CN(C(=O)COc1nc(C)cc(C)c1C#N)c1ccc(Cl)cc1	-3%	6%	3%	-6%	16	-1%	-7%	-3%	-0.8%	-6%	-5%
45	COCCn1c(SCC(=O)Nc2ccc(S(=O)(=O)N3CCOCC3)cc2)nc2ccccc21	0%	-14%	-19%	1%	1	-2%	-6%	-2%	0.0%	11%	nt
